Assay outcomes as filed in PubChem.
Akt phos inh: blocks phosphorylation of Akt; Neuro2A IGF-stimulated pAkt S473 HTRF, 20 min; active compounds read low; activity change, % for hits at 50 µM; hit rate 0.32% among 360,000; in the data active means activity change below about -80%; inconclusive means mostly about -51% to -80%; further: on the % scale 0 is the no-effect control and ±100 the full control effect
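Neuro2A cells in DMEM with 0.5% FBS, overnight at 37 deg C, given compound at single 50 µM final, then IGF (6 nM final) for 20 min at 37 deg C. Lysed; phospho-Akt Ser473 by HTRF after 24 h, 665/615 ratio.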
Nrf2 activator: activators of Nrf2 (ARE) signaling; AID 624171; Potency, µM (top dose mostly 46.1 µM), for inactives: top-dose activation, actives largely listed as activators; hit rate 0.31% among 410,000; AREc32 ARE-luciferase reporter (MCF7-derived line), luminescence, 24 h; further: potency means the concentration at half of the fitted maximal effect; % of control where 0% means no effect; nearly all actives have a fitted effect of over 65% in size
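AREc32 cells carrying an ARE-driven firefly luciferase, 1000 cells/well in OPTI-MEM with 5% FBS, dosed after overnight attachment and incubated 24 hr at 37 deg C. Steady-Glo luminescence read after 30 min at RT.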
Mm-Cpn inhibitor: inhibitors of Methanococcus maripaludis chaperonin (MmCpn) | purified Mm-Cpn ATPase, ADP Transcreener TR-FRET | Potency, µM (doses to about 76.9 µM), inactives show top-dose activity, negative = inhibition, most hits filed as inhibitors | hit rate 0.031% among 330,000; further: potency means the concentration at half of the fitted maximal effect; on the % scale 0 is the no-effect control and ±100 the full control effect; nearly all actives have a fitted effect of over 80% in size
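TR-FRET (320 nm excitation; 590 and 665 nm emission) reports ADP made from 10 uM ATP by 25 nM enzyme; compounds were preincubated 10 min, reaction run 30 min, both at 37°C.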
Abeta rescue: compounds reversing amyloid beta toxicity in yeast; yeast expressing A-beta42, growth rescue, OD600, 48 h; response scale: 0% DMSO, 100% iron-clioquinol control; Potency, µM (top dose mostly 46.1 µM), without a hit: at the top dose growth rescue, hits mostly activators; hit rate 0.063% among 410,000; further: potency means the concentration at half of the fitted maximal effect; nearly all actives have a fitted effect of over 55% in size
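Yeast A-beta toxicity model in growth medium with pinned compounds, 48 h at 30 C; growth read as absorbance at 600 nm. Normalized to FeCl3/clioquinol equimolar mix (positive) and DMSO (negative).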
TGFb inhibitor: blocks TGF-b signaling. Potency, µM (top dose mostly 46.1 µM), without a hit: at the top dose activity, negative = inhibition, most hits filed as inhibitors. hit rate 1.2% among 410,000. HepG2 CAGA-GFP TGF-b/SMAD3 reporter, GFP fluorescence, 18 h; TGF-beta stimulated, 500 pg/mL final. AID 588855; further: potency means the concentration at half of the fitted maximal effect; on the % scale 0 is the no-effect control and ±100 the full control effect; nearly all actives have a fitted effect of over 65% in size
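Smad-responsive CAGA-GFP expression was quantified in HEPG2 cells exposed to compounds and 500 pg/mL final TGF-beta for 18 h at 37 degrees C; unstimulated wells defined full inhibition.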
A549 viability: kills or reduces viability of A549 cells in Nrf2 counter-screen; hit rate 0.16% among 390,000; A549 ARE-Fluc cells, CellTiter-Fluor viability, 18-24 h; Potency, µM (series often up to 46 µM), for inactives: at the top dose activity change, negative = cytotoxicity, hits mostly inhibitors; AID 504648; further: potency means the concentration at half of the fitted maximal effect; on the % scale 0 is the no-effect control and ±100 the full control effect
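A549 ARE-Fluc cells in 5% FBS OPTI-MEM, 5000 cells/well, rested 2 h then exposed to compounds in concentration-response for 18-24 h at 37 °C. Viability by CellTiter-Fluor fluorescence (Ex 405/Em 525) after 30 min; luciferase luminescence (BugLite, 15 min, RT) read afterwards.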
HepG2 tox: counter-screen for TGF-b inhibitors: cytotoxicity in HepG2 cells; Potency, µM (doses to about 46.1 µM), for inactives: at the highest dose activity change, negative = cytotoxicity, most hits filed as cytotoxic; AID 588856; hit rate 0.76% among 410,000; HepG2 CAGA-GFP viability, ATP luminescence, 18 h; further: potency means the concentration at half of the fitted maximal effect; some results filed as inactive show a strong effect at the top dose
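CellTiter-Glo luminescence gave cytotoxicity after 18 hours at 37 degrees C. The cells were HepG2 CAGA-GFP in 1% FBS DMEM, stimulated with 500 pg/mL TGF-beta after compound addition. %Activity was normalised to no-cell wells (complete cell-killing) and DMSO (no toxicity), and curves were fitted and classified.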
CCT chaperon mod: changes cytosolic chaperonin activity | hit rate 0.3% among 360,000 | purified chaperonin ATPase assay, HTRF ADP detection, 30 min | AID 651819 | activity change, % (no concentration beside the values), hits read low; in the data active means activity change below about -30%; further: on the % scale 0 is the no-effect control and ±100 the full control effect
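TRiC (40 or 20 nM final, by batch activity) in 30 mM Tris pH 7.4, 100 mM KCl, 5 mM MgCl2, 1 mM DTT was treated with compound at 76 uM single dose, then 10 uM ATP, 30 min at 37 °C. ADP was read by HTRF Transcreener.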
Nrf2 block: blocks Nrf2 signaling. hit rate 2.1% among 360,000. Potency, µM (titrated, usually from 46 µM), for inactives: top-dose activity change, negative = inhibition, usual class: inhibitors. A549 ARE-Fluc reporter, luciferase luminescence, 18-24 h; further: potency means the concentration at half of the fitted maximal effect; on the % scale 0 is the no-effect control and ±100 the full control effect; nearly all actives have a fitted effect of over 60% in size
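Nrf2 activity is the BugLite luminescence, read 15 min after reagent at room temperature, following CellTiter-Fluor cytotoxicity readout (30 min, 37C). Compound titrations were applied for 18-24 h to 5000 A549 ARE_Fluc cells/well in 5% FBS OPTI-MEM.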
* hit, by the source's call; i = inactive; ? = inconclusive; . = not tested or not shown; [ ] = remark or other dose. Unless noted, the call rests on the fitted dose curve; in most records, active means well fitted curve in the direction sought with a large enough effect; inconclusive means small, poorly fitted or top-dose-only effect, or another doubt; inactive means no such curve, though single readings can be large; an effect the other way counts as inactive or inconclusive.

Molecule	Akt phos inh	Nrf2 activator	Mm-Cpn inhibitor	Abeta rescue	TGFb inhibitor	A549 viability	HepG2 tox	CCT chaperon mod	Nrf2 block
CSc1ccccc1NC(=O)CN(C)CC(=O)Nc1cc(C)ccc1C	i	0.2%	0%	8%	1%	1%	3%	-5.0	-12%
CCc1cc[n+](CC(=O)Nc2ccc(Cl)cc2Cl)cc1	i	0.1%	-4%	3%	2%	2%	-1%	1.2	-7%
O=C(COc1ccc(/C=N/NC(=O)C(=O)N2CCCCCC2)cc1)Nc1ccccc1Cl	i	1.9%	3%	-3%	-7%	0%	10%	-4.5	-6%
Cc1ccc(CN(C(=O)c2csnn2)C(C(=O)NC2CCCC2)c2ccco2)cc1 (stereo not given)	i	-0.9%	-4%	-5%	0%	0%	1%	-1.4	-5%
C[C@@H](NC(=O)[C@@H]1Cc2ccccc2CN1)C(=O)Nc1ccc2c(c1)OCCO2	i	2.8%	3%	9%	2%	0%	-17%	0.7	-11%
CCN1CCN(c2nc3c(c(=O)[nH]c(=O)n3C)n2Cc2ccccc2)CC1	i	0.0%	-1%	-6%	-9%	1%	-87%	-2.4	1%
Cc1nc(SCc2ccccc2)n[nH]1	i	0.5%	-3%	-1%	1%	3%	8%	-0.7	15%
Cc1ccccc1NS(=O)(=O)c1ccc(OCC(=O)NCc2ccco2)cc1	i	-0.2%	-4%	-3%	?	-2%	-15%	-3.1	.
COc1cccc(CNC(=O)CCC(=O)N2CCSc3ccccc32)c1OC	i	0.1%	-2%	4%	-8%	13%	-10%	-0.6	-2%
Cc1cccc(N2C(=O)N3[C@@H]4c5ccccc5OC[C@@H]4[C@@H](c4ccccc4)[C@@]3(C)C2=O)c1	i	-0.9%	0%	0%	?	3%	-13%	1.2	-11%
CCN1CCC(O)(C#Cc2ccccc2)CC1	i	-0.3%	0%	3%	11%	-5%	1%	-4.1	20%
O=S(=O)(Nc1nccs1)c1ccc(F)cc1	i	-0.1%	0%	-2%	-3%	6%	-8%	-26	-8%
CC(C)(C)N(Cc1ccccc1)C(=O)COC(=O)c1ccc(S(=O)(=O)N2CCOCC2)cc1	i	-0.8%	2%	5%	-1%	-3%	6%	-0.2	3%
O=C(O)CSc1nnc(-c2ccco2)o1	i	-0.1%	-1%	23%	10%	-4%	6%	-1.1	17%
O=C(Nc1cccnc1)OCc1ccccc1	i	2.8%	-1%	-10%	-8%	8%	8%	-1.4	18%
COc1cc(/C=C/C(=O)N(C)CC(=O)Nc2ccccc2Br)cc2c1OCCO2	i	0.4%	0%	-3%	-19%	-9%	-18%	-0.4	12%
O=C(COc1ccccc1N1C(=O)C2C3C=CC(C3)C2C1=O)c1ccccc1 (stereo not given)	i	1.3%	-1%	9%	10%	-4%	3%	-1.5	9%
CCNc1cc2oc(=O)c(CN3CCOCC3)c(C)c2cc1C	i	-1.9%	-9%	8%	-11%	?	-25%	-1.6	3%
CN(C)CC1CCC/C(=C\c2ccc(OC(=O)/C=C/c3ccc(Cl)c(Cl)c3)cc2)C1=O (stereo not given)	i	17%	.	9%	0%	5%	-17%	2.5	6%
COc1cccc(/C=N/NC(=O)CCn2cnc3ccccc32)c1	i	-0.4%	1%	-6%	-22%	2%	-17%	-7.2	-11%
CCOc1cc(C2C(C#N)=C(N)OC(C)=C2C(C)=O)cc(Br)c1O (stereo not given)	i	-0.3%	0%	-4%	?	-3%	-5%	-0.1	-7%
CCCCN(C(=O)C1CC(=O)N(c2ccc3c(c2)OCCO3)C1)c1c(N)n(CC(C)C)c(=O)[nH]c1=O (stereo not given)	i	0.2%	0%	1%	-6%	-2%	-5%	-2.9	5%
CC1(C(=O)NS(=O)(=O)c2cccc(C#N)c2)CCN1C(=O)CC1CCCCC1 (stereo not given)	i	0.0%[9.22 µM]	.	-4%	9%	.	-5%	0.1	.
CCC(=O)N(CCC(Cc1ccccc1)c1ccc2c(c1)OCO2)Cc1ccccc1F (stereo not given)	i	7.9%	2%	0%	?	1%	-58%	0.9	?
O=C(Oc1cc(-c2ccccc2)no1)c1cccc(C(F)(F)F)c1	i	-0.7%	0%	10%	-21%	-3%	2%	2.5	.
CCOc1ccc(S(=O)(=O)N/N=C(\C)C2CCCCC2)cc1	i	-1.0%	1%	15%	-7%	11%	6%	-3.6	2%
COc1ccc(NS(=O)(=O)c2cccc(C(=O)NNC(=O)CNC(=O)c3ccccc3)c2)cc1	i	-1.2%	-4%	6%	11%	11%	2%	1.9	15%
Cc1ccc(SCC(=O)Nc2nccs2)cc1	i	7.8%	4%	39%	17%	5%	-12%	-6.7	7%
COc1ccc(S(=O)(=O)Nc2c(C)c(C)cc3c2ncn3C)cc1	i	2.6%	-3%	-17%	-6%	0%	-3%	1.2	22%
CC(C)(C)c1ccc(C(=O)NCC(c2cccs2)S(=O)(=O)c2ccc(F)cc2)cc1 (stereo not given)	.	3.9%	.	-10%	?	?	-25%	.	.
Cc1occc1C(=O)NCc1nc(-c2ccccc2)no1	i	-0.1%	1%	0%	3%	-3%	9%	-3.8	-18%
CCC(C)NC(=O)CCc1c(C)nc2c(c(C)nn2-c2ccccc2)c1C (stereo not given)	i	0.5%	-1%	-6%	-2%	0%	-5%	-1.1	?
COc1ccc(OC)c(N(CC(=O)NCc2ccccc2)S(=O)(=O)c2ccc(OC)c(OC)c2)c1	i	0.4%	-8%	-4%	0%	1%	7%	0.5	-15%
CCN1C(=O)[C@H]2[C@@H](c3ccc(C(F)(F)F)cc3)N[C@]3(CCCN(Cc4ccco4)C3=O)[C@H]2C1=O	i	4.0%	.	14%	-16%	.	-23%	-4.8	.
COc1ccc(C(=O)N2CCN(c3ncnc4c(-c5ccccc5)nsc34)CC2)cc1	i	0.2%	1%	-2%	9%	-2%	3%	-1.1	-6%
Nc1[nH]n(-c2ccccc2)c(=O)c1N=Nc1ccccc1[N+](=O)[O-]	i	5.9%	-1%	15%	-5%	-7%	-12%	-0.6	16%
O=C(Nc1ccc(F)cc1)c1ccccc1Oc1ccc(C(F)(F)F)cc1[N+](=O)[O-]	i	-0.3%[9.22 µM]	-5%	-72%[inhibitor]	?	-4%	-77%	1.2	0%
COCCn1c(-c2ccc(OC)cc2)nc2ccccc21	i	0.4%	0%	12%	-2%	-7%	-18%	-0.8	19%
CNC(=O)CSCc1c(Cl)cccc1Cl	i	-0.1%	1%	12%	3%	14%	10%	1.7	-17%
Cn1c(=O)oc2cc(S(=O)(=O)N3CCC(C(=O)NCC4COc5ccccc5O4)CC3)ccc21 (stereo not given)	i	-1.0%	-4%	8%	3%	-6%	2%	1.1	-6%
C[C@H](NC(=O)C1CCN(S(=O)(=O)c2ccccc2)CC1)C(=O)NCc1cccnc1	i	0.5%	.	-5%	-1%	.	-2%	1.2	.
O=C(Nc1ccnc(-c2cccnc2)n1)c1cccs1	i	6.3%	1%	11%	-14%	0%	-13%	-3.0	0%
Cc1ccccc1-c1nnc(CN2CCN(c3cc(Cl)ccc3C)CC2)o1	.	4.2%	.	18%	?	1%	-18%	.	-35%
O=C(Nc1nc(-c2ccc(F)cc2)cs1)C1CCN(C(=O)c2ccc(F)cc2)CC1	i	0.1%	?	13%	?	-20%	-51%	-0.5	?
CC(=O)c1ccc(NC(=O)c2cc(C)no2)cc1	i	-0.1%	0%	-2%	23%	-4%	2%	-0.5	?
CCOC(=O)N1CCN(C(=O)c2ccc(C)c(S(=O)(=O)N3CCCCC3)c2)CC1	i	0.3%	0%	-3%	-19%	0%	-15%	0.7	-18%
Cc1ccc(S(=O)(=O)N2CCC(C(=O)Nc3nnc(C4CCCC4)s3)CC2)cc1	.	-0.9%	0%	5%	-24%	-14%	-3%	-2.6	11%
CC(=O)Nc1ccc(OCC(O)Cn2nc(C)c(Br)c2C)cc1 (stereo not given)	i	-1.0%	2%	-3%	-15%	-15%	-12%	-1.8	-13%
CCn1nc(-c2ccccc2)c(-c2ccccc2)c(C(=O)OCCOC)c1=O	.	4.0%	.	1%	-15%	0%	-13%	.	2%
CCc1ccc(NC(=O)CN2C(=O)CCSc3ccc(S(=O)(=O)N4CCCC4)cc32)cc1	.	-0.3%	.	0%	-3%	5%	0%	.	.
CC(=O)Nc1ccc(NC(=O)c2nc(S(=O)(=O)Cc3ccccc3)ncc2Cl)cc1	.	-2.9%	1%	-13%	?	2%	-108%	-0.7	4%
O=C(Nc1cc([N+](=O)[O-])ccc1Cl)c1ccc2c(c1)OCO2	i	2.3%	-1%	-17%	-15%	-2%	0%	-2.6	?
COC(=O)c1ccccc1NC(=O)CN1CCN(c2ccccn2)CC1	i	0.1%	-1%	-6%	-9%	0%	-22%	-1.7	-6%
Cc1ccc2nc(NCCCNC(=O)c3cnccn3)c(C#N)cc2c1	i	0.3%	0%	13%	15%	-1%	-11%	1.7	0%
CCOC(=O)c1c(S(=O)(=O)NCC(=O)Nc2cccc(CC)c2)c(C)n(C)c1C	.	-0.7%	.	-8%	11%	2%	10%	.	.

Not a hit list, and some 4.3% of all compounds hit somewhere here.
